MBNL1-CUG inh: MBNL1-poly(CUG) RNA binding inhibition | TR-FRET MBNL1-His/biotin-(CUG)12 binding, 665/545 ratio | Potency, µM (doses to about 57.5 µM), inactives show at the highest dose activity change, negative = inhibition, usual class: inhibitors | 0.036% of 280,000 active | AID 2675; active = well fitted inhibition curve with a large enough effect in the signal ratio, with a control signal flat, not every such curve was filed as active; inconclusive = small, poorly fitted or top-dose-only effect, or effect the other way, or a change in a side signal; inactive = no such curve, though single readings can be large or run the other way; the % refers to the signal ratio; also: % is scaled to controls: 0 for no effect and ±100 for the full control effect
Target sequence (Q9NR56 whole entry, looked up): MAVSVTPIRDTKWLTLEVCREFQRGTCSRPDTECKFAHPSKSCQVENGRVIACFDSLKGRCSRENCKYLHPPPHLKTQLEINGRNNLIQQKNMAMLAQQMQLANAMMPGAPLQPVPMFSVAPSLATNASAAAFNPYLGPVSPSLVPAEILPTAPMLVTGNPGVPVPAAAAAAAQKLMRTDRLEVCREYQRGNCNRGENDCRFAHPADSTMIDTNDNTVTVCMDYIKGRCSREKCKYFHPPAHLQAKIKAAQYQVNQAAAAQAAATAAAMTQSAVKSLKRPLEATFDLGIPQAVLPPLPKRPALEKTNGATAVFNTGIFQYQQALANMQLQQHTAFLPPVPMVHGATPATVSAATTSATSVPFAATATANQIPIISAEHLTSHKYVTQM
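Compounds (final 92 nM to 58 uM) are added to His-tagged MBNL1 and biotin-(CUG)12, then terbium anti-His antibody and streptavidin-XL665 (5 nM final). After 60 min at room temperature, the 665/545 nm ratio is read.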
FLuc counter: counter-screen for miR-21 project: firefly luciferase inhibitors or activators; P08659; 6.9% of 360,000 active; AID 588342; Potency, µM (series often up to 57.5 µM), inactives show at the top dose activity change, negative = inhibition, hits mostly inhibitors; purified FLuc, Km substrates, luminescence inhibition;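 also: plate controls were vehicle for no effect and reference inhibitor for full effect; nearly all actives have a fitted effect of over 55% in size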
Target sequence (P08659 whole entry, looked up): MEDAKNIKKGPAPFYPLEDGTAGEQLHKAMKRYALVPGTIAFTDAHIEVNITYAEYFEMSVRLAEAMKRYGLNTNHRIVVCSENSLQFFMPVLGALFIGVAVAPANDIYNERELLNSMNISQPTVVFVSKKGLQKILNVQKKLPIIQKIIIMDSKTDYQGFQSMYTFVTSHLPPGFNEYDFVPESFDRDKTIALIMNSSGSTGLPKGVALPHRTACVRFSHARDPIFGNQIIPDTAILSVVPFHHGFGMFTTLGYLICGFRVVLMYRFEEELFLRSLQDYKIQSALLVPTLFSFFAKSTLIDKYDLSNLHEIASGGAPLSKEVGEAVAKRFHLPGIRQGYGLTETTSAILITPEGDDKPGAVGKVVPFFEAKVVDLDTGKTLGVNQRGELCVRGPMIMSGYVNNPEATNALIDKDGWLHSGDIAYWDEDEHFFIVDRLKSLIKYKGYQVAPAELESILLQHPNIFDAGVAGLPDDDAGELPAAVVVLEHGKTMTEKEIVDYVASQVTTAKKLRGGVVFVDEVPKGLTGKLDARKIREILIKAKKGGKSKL
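Purified P. pyralis luciferase, 10 nM final, with Km-level 10 uM D-luciferin and 10 uM ATP in 50 mM Tris acetate pH 7.5, 10 mM Mg acetate, 0.01% Tween-20, 0.05% BSA; 6-point qHTS titration about 60 µM downward; luminescence read.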
p53 reactivation: mutant p53 re-activation in reporter cells. H1299 p53-A138V BP100-luciferase reporter, luminescence, 24 h. Potency, µM (series often up to 92.2 µM), inactives show at the top dose activity change, positive = activation, actives largely listed as activators. 0.063% of 320,000 active. AID 504706; also: % of control where 0% means no effect; nearly all actives have a fitted effect of over 45% in size
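H1299 (p53-null), stable ts p53-A138V + BP100-Luc; 1000 cells/well, Opti-MEM/10% FBS; cpd 4 pt, 1:5; 24 h, 37 deg C, 5% CO2; detection reagent 10 min RT; luminescence.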
NPC1 promoter act: NPC1 promoter activation. Huh7 NPC1 promoter luciferase reporter, 24 h. Potency, µM (top dose mostly 9.22 µM), inactives show top-dose activation, actives largely listed as activators. 2.4% of 320,000 active;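 also: % of control where 0% means no effect; nearly all actives have a fitted effect of over 60% in size; reporter is driven by a mutant NPC1 promoter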
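Stably transfected Huh7 (NPC1 promoter→luciferase), 1500 cells/well in Opti-MEM + 10% FBS, 2 h settle, then compound 24 h at 37 °C. Luminescence after 10 min with Amplite reagent.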
BRCA1 expr up: BRCA1 expression activation. 1.1% of 380,000 active. MCF7-BRCA1-FFLuc reporter, luminescence, 48 h; response scale: scaled: vehicle 0%, 10 µM genistein 100%. Potency, µM (top dose mostly 46.1 µM), for inactives: at the top dose activation, usual class: activators; also: nearly all actives have a fitted effect of over 80% in size; some results filed as inactive show a strong effect at the top dose
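Luminescence from a BRCA1-driven firefly luciferase in MCF7 cells was read after 48 h compound exposure at 37 C. Data normalized against DMSO and a 10microM genistein activation control, then curve-fitted across the titration.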
ELG1 genotox: genotoxicity induction in ELG1-luciferase HEK293T cells | 1.3% of 330,000 active | AID 504466 | HEK293T ELG1-luciferase reporter, luminescence, 16 h | Potency, µM (series often up to 46 µM), without a hit: at the top dose activity change, positive = activation, most hits filed as activators; also: % of control where 0% means no effect; nearly all actives have a fitted effect of over 60% in size
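DMSO vehicle served as control against compound-treated ELG1-luciferase HEK293T cells; exposure lasted 16 hr at 37 °C and 5% CO2, followed by ONE-Glo luminescence detection after 30 min.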
Rab9 promoter act: activators of Rab9 promoter | Huh7 Rab9 promoter-luciferase reporter, luminescence, 24 h | Potency, µM (titrated, usually from 9.22 µM), for inactives: at the top dose activation, negative = inhibition, actives largely listed as activators | 2.8% of 320,000 active; also: % of control where 0% means no effect; nearly all actives have a fitted effect of over 60% in size
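Cells were plated at 1500 per well in reduced-serum medium with 10% FBS and left 2 h. Compound in DMSO was then added for 24 h at 37 °C. Reporter signal was read by luminescence after 10 min with luciferase detection reagent.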
VP16 counter: inhibits Gal4-VP16 luciferase reporter, ROR gamma counter-screen; Drosophila S2 Gal4-VP16 UAS-luciferase, luminescence, 20 h; Potency, µM (series often up to 53.6 µM), for inactives: top-dose activity, negative = inhibition, most hits filed as inhibitors; AID 2546; 3.5% of 310,000 active;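 also: Gal4-VP16 expression switched on by copper sulfate through the metallothionein promoter; % is scaled to controls: 0 for no effect and ±100 for the full control effect; nearly all actives have a fitted effect of over 50% in size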
RORgamma inh: blocks mouse ROR gamma transcriptional activity. Potency, µM (doses to about 53.6 µM), for the others: top-dose activity change, negative = inhibition, usual class: inhibitors. 5.4% of 310,000 active. AID 2551. Drosophila S2 Gal4-RORgamma UAS-luciferase reporter, 20 h; also: % is scaled to controls: 0 for no effect and ±100 for the full control effect; nearly all actives have a fitted effect of over 60% in size
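Compounds are pin-transferred onto Drosophila Schneider cells expressing a copper-inducible Gal4–ROR gamma transactivation domain fusion. After 1 hr, copper sulfate is added to 700 uM final; luciferase is read 20 hr later.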
uPA surface inh: blocks generation of uPA at the cell surface; 0.31% of 330,000 active; cell surface uPA generation assay, qHTS; Potency, µM (top dose mostly 38.3 µM), without a hit: at the highest dose activity change, negative = inhibition, hits mostly inhibitors; active = well fitted inhibition curve with a large enough effect; inconclusive = small, poorly fitted or top-dose-only effect; inactive = no such curve, though single readings can be large or run the other way; tested in mouse RAW 264.7 cells; also: % is scaled to controls: 0 for no effect and ±100 for the full control effect; nearly all actives have a fitted effect of over 55% in size
An asterisk follows results filed as active; ? = inconclusive; . = no result given; & = joins results of further samples; [ ] = dose if it differs, or a comment. Unless noted, calls follow the shape of the dose curve; as a rule, active = well fitted curve in the direction sought with a large enough effect; inconclusive = small, poorly fitted or top-dose-only effect, or another doubt; inactive = no such curve, though single readings can be large; an effect the other way counts as inactive or inconclusive. Potency is read from the fitted curve at half-maximal effect.

The first 8 records (preview)
Structure	Rab9 promoter act	RORgamma inh	MBNL1-CUG inh	NPC1 promoter act	FLuc counter	p53 reactivation	BRCA1 expr up	VP16 counter	uPA surface inh	ELG1 genotox
CCOC(=O)Cc1nnc2c(Nc3ccccc3F)nc3nonc3n12	-4%	26%	2%	2%	4%	-16%	-36%	-17%	4%	-22%
NS(=O)(=O)c1ccc(CCNC(=O)c2cc(=O)[nH]c3ccccc23)cc1	-1%	-18%	3%	-1%	-1%	-1%	1%	-2%	2%	-11%
CCN(CC)C(=O)CSc1nc(-c2ccccc2)cc(=O)[nH]1	-2%	-1%	-3%	-1%	3%	0%	-10%	7%	10%	-1%
CC(=O)Nc1ccc(S(=O)(=O)NC2(C(F)(F)F)C(=O)Nc3c2c(=O)[nH]c(=O)n3C)cc1 (stereo unspecified)	-3%	0%	3%	-2%	0%	-1%	5%	-5%	.	0%
CCN(CC)c1ccc(NC(=O)c2[nH]c(C)c(C(C)=O)c2C)c(C)c1	2%	13%	-2%	-2%	3%	7%	38%	-7%	4%	4%
CCC(c1nnnn1C(C)(C)C)N(CCOC)Cc1cc2cccc(C)c2n2nnnc12 (stereo unspecified)	-3%	6%	-4%	-2%	-1%	4%	.	-3%	.	-1%
CC(C)Cn1c(-c2ccco2)nc2c(c(=O)c3ccccc3n2C)c1=O	-2%	7%	27%	0%	3%	-1%	.	-19%	.	-3%
C/C(=N\Nc1ccc(S(=O)(=O)Nc2ccc(Cl)cc2)cc1[N+](=O)[O-])c1ccc(N2CCOCC2)cc1	-8%	-3%	-5%	-2%	-11%	0%	-36%	-9%	-1%	-4%

The list itself (from the top)
Structure	Rab9 promoter act	RORgamma inh	MBNL1-CUG inh	NPC1 promoter act	FLuc counter	p53 reactivation	BRCA1 expr up	VP16 counter	uPA surface inh	ELG1 genotox
CCOC(=O)Cc1nnc2c(Nc3ccccc3F)nc3nonc3n12	-4%	26%	2%	2%	4%	-16%	-36%	-17%	4%	-22%
NS(=O)(=O)c1ccc(CCNC(=O)c2cc(=O)[nH]c3ccccc23)cc1	-1%	-18%	3%	-1%	-1%	-1%	1%	-2%	2%	-11%
CCN(CC)C(=O)CSc1nc(-c2ccccc2)cc(=O)[nH]1	-2%	-1%	-3%	-1%	3%	0%	-10%	7%	10%	-1%
CC(=O)Nc1ccc(S(=O)(=O)NC2(C(F)(F)F)C(=O)Nc3c2c(=O)[nH]c(=O)n3C)cc1 (stereo unspecified)	-3%	0%	3%	-2%	0%	-1%	5%	-5%	.	0%
CCN(CC)c1ccc(NC(=O)c2[nH]c(C)c(C(C)=O)c2C)c(C)c1	2%	13%	-2%	-2%	3%	7%	38%	-7%	4%	4%
CCC(c1nnnn1C(C)(C)C)N(CCOC)Cc1cc2cccc(C)c2n2nnnc12 (stereo unspecified)	-3%	6%	-4%	-2%	-1%	4%	.	-3%	.	-1%
CC(C)Cn1c(-c2ccco2)nc2c(c(=O)c3ccccc3n2C)c1=O	-2%	7%	27%	0%	3%	-1%	.	-19%	.	-3%
C/C(=N\Nc1ccc(S(=O)(=O)Nc2ccc(Cl)cc2)cc1[N+](=O)[O-])c1ccc(N2CCOCC2)cc1	-8%	-3%	-5%	-2%	-11%	0%	-36%	-9%	-1%	-4%
COc1ccccc1NS(=O)(=O)c1cc(NC(=O)c2ccc3ccccc3n2)ccc1Cl	-5%	14%	.	-2%	2%	11%	-32%	-5%	-1%	-5%
CC(C)C(=O)N1CCC2(CC1)Oc1ccc(F)cc1C(=O)C21CC(c2ccccc2)=NO1 (stereo unspecified)	-6%	-8%	1%	-3%	2%	-5%	0%	-17%	-6%	-4%
CN(C)CCN(C(=O)c1ccc(N2C(=O)CCC2=O)cc1)c1nc2cc3c(cc2s1)OCO3	-5%	9%	0%	5%	5%	2%	39%	5%	-1%	3%
C=CCOc1ccc(/C=C2/C(=O)ON=C2C)cc1OC	-2%	?	2%	1%	?	1%	-1%	?	0%	14%
Nn1c(-c2ccccc2)cc(-c2ccccc2)cc1=O	11%	.	.	4%	-7%	2%	17%	.	-24%	4%
CC1(c2cccc(Br)c2)NC(=O)N(CC(=O)Nc2ccc(F)cc2)C1=O (stereo unspecified)	-3%	4%	0%	-1%	1%	-11%	-11%	0%	2%	-4%
CS(=O)(=O)Nc1nnc(C2CCCC2)s1	-5%	2%	-27%	-2%	-1%	7%	-20%	-3%	1%	-3%
Cc1cc(C)nc(SCc2nnc(SCC(=O)Nc3ccc(C)c(C)c3)n2Cc2ccco2)n1	1%	2%	?	1%	-6%	-17%	-20%	3%	6%	-22%
COc1cc([N+](=O)[O-])ccc1NC(=S)NC(=O)CC(C)(C)C	12%	10µM*	4%	-4%	-4%	7%	-8%	-6%	3%	0%
NC(=O)CC(NC(=O)Cc1ccc(Br)cc1)c1ccc(NC2CCN(Cc3ccccc3)CC2)c([N+](=O)[O-])c1 (stereo unspecified)	-4%	9%	?	-2%	0%	.	23%	-2%	-22%	0%
Cc1ccc(OCCn2nnc3ccccc32)cc1C	2.5µM*	?	8%	2.5µM*	21µM*	26%	4.5µM*	-7%	-3%	?
Cc1cc(OCCn2ccnc2)ccc1C(C)C	0%	-8%	-34%	4%	-11%	-4%	-37%	-14%	6%	-2%
COc1ccc(NC(=O)n2ncc3c(C)cccc32)cc1	0.1µM*	?	-7%	0.089µM*	3µM*	?	-27%	2.5µM*	?	?
O=C(CN1CCC(C(=O)c2cccc(F)c2)CC1)NCc1cccs1	-5%	-4%	5%	1%	2%	-6%	-5%	-1%	26%	-4%
COc1ccc(C(=O)O/N=C(\N)Cc2ccc(Cl)cc2)cc1OC	-4%	?	-5%	7%	-9%	-11%	-44%	16µM*	-16%	-4%
Cc1cc(=O)oc2cc(OCC(=O)N3CCCC3)ccc12	.	.	.	.	.	0%	5%	.	-84%	3%
COC(=O)c1sccc1NC(=O)Nc1ccc(C)cc1C	7%	?	29%	5%	-18%	-6%	-17%	?	1%	10%
CCOC(=O)[C@@H]1[C@H]2COc3cc(OC)ccc3[C@@H]2N2C(=O)N(c3ccc(Br)cc3)C(=O)[C@@]12C	2%	7.9µM*	10%	-2%	0%	.	0%	-3%	0%	0%
CC(=O)N1CCC(N(C(=O)Nc2ccc(Cl)cc2)C(C)C)CC1	-1%	26%	-5%	1%	-2%	4%	28%	-7%	-17%	4%
COc1ccc(-c2cc(C(=O)c3c(N)n(C)c(=O)n(C)c3=O)c3ccccc3n2)cc1	?	14µM*	5%	?	0.38µM*	-1%	66%	11µM*	1.4µM*	?
CCNC(=S)NNC(=O)CSc1nc2ccccc2[nH]1	1%	4µM*	-7%	1%	1%	-1%	11%	13µM*	-4%	2%
COc1ccc(F)cc1CN1CCN(C(=O)CCC(=O)Nc2nnc(CC(C)C)s2)CC1	-3%	29%	-3%	-10%	-2%	2%	-39%	-3%	9%	-3%
Cc1cc(Cl)c(C(=O)Nc2cccc(C(F)(F)F)c2)c(C)n1	-1%	15%	4%	-1%	2%	.	-18%	-4%	?	-23%
Cc1ccc(NCc2ccccc2O)cc1	16%	39%	0%	10%	?	22%	59%	14%	.	?
CN(c1ccc(OCc2ccc([N+](=O)[O-])cc2)cc1)S(=O)(=O)c1ccccc1	0%	?	14%	-3%	-1%	-3%	-35%	0%	1%	-6%
CSc1nc(N)nc2c1ncn2CC(=O)N1CCN(Cc2c(C)cc(C)cc2C)CC1	.	.	.	.	.	-7%	-14%	.	-23%	-2%
CCOC(=O)N1CCC(Nc2c(NCCCN(CC)Cc3ccccc3)c(=O)c2=O)CC1	-3%	-23%	-3%	-1%	0%	-5%	-9%&0%	7%	-1%&4%	0%
C=CCn1c(SCC(=O)Nc2cccc(C(=O)OC)c2)nnc1C(C)NC(=O)c1cccs1 (stereo unspecified)	14%	21%	4%	4%	0%[2.3 µM]	10%	18%	2%	6%	3%
CCOC(=O)CSc1nnc(CNc2cccc(Cl)c2)n1C	0%	-13%	0%	-2%	1%	-9%	-41%	-6%	-4%	0%
C=CCSc1nc(C)c(CC=C)c(=O)[nH]1	-8%	-1%	-14%	11%	1%	17%	-1%	-11%	2%	3%
O=C(Nc1nnc(-c2ccc(Br)cc2)o1)c1ccco1	?	.	.	22%	2.7µM*	10%	15%	.	-10%	6%
CCN(C1CCCCC1)S(=O)(=O)c1ccc(C(=O)O)cc1	-2%	?	0%	-1%	6%	2%	2%	22%[0.365 µM]	.	-3%
Cc1ccccc1C(=O)N1CCN(S(=O)(=O)c2cccs2)CC1	-1%	40%	-10%	-1%	6%	-6%	-6%	-4%	3%	0%
Cc1noc(C)c1S(=O)(=O)N1CCCC(C(=O)NCC2CCCO2)C1 (stereo unspecified)	-4%	74%	12%	1%	-4%	10%	0%	17%	-3%	-2%
